Bioassay records from PubChem.
CatL block = inhibitors of human cathepsin L, biochemical. purified cathepsin L, fluorogenic substrate, fluorescence. inhibition, %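 (tested at 10 µM)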. AID 460, 2006. Procathepsin L (Homo sapiens), P07711. actives 0.17% (n = 58,000); in the data active = inhibition above about 45%;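 note: 0% = enzyme with no compound and 100% = no enzyme blank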
Target sequence (P07711 114-288 limits assumed): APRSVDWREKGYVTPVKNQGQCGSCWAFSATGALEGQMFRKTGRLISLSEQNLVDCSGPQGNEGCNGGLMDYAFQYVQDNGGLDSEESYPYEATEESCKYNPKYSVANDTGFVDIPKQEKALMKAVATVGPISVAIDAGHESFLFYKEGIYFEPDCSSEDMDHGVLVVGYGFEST
Target sequence (P07711 292-333 limits assumed): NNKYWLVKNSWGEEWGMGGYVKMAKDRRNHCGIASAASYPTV
CatB mixtures = cathepsin B inhibitors from pooled compounds, primary screen, biochemical, compound mixtures, AMC fluorescence | actives 0.06% (n = 62,000) | AID 488, 2006 | Purified cathepsin B, AMC dipeptide fluorescence | inhibition, %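 (ten-compound pools at 5 µM per compound and 50 µM total)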; in the data active = inhibition above about 22%, passing the limit was not always enough; inconclusive = no clear call, values can overlap the other calls;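 note: 0% = enzyme without compound and 100% = no enzyme blank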
C1s block = complement C1s protease inhibitors, primary screen, biochemical, 10-compound mixtures. Complement C1s subcomponent (Homo sapiens), P09871. purified C1s, fluorogenic AMC substrate, pooled mixtures. mean inhibition % of two 10-compound mixtures (stronger effect = higher value), % at 5 µM (by protocol). actives 0.16% (n = 62,000);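 active = inhibition above 20% in each of the two 10-compound mixture wells holding the compound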;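 note: 0% = enzyme wells lacking compound mixture and 100% = no-enzyme blank wells; some compounds called inactive have numbers as strong as hits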
FXIa mix inh = FXIa protease inhibitors in compound pools, primary screen, biochemical, 10-compound mixtures; Coagulation factor XI (Homo sapiens), P03951; purified FXIa, fluorogenic substrate, pooled mixtures; inhibition, % at 5 µM; actives 0.19% (n = 62,000); AID 680, 2007;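 note: each value is inhibition by a whole ten-compound pool holding the compound; 0% = enzyme with no mixture and 100% = wells lacking enzyme; strong numbers were not always called active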
Target sequence (P03951 19-387 limits assumed): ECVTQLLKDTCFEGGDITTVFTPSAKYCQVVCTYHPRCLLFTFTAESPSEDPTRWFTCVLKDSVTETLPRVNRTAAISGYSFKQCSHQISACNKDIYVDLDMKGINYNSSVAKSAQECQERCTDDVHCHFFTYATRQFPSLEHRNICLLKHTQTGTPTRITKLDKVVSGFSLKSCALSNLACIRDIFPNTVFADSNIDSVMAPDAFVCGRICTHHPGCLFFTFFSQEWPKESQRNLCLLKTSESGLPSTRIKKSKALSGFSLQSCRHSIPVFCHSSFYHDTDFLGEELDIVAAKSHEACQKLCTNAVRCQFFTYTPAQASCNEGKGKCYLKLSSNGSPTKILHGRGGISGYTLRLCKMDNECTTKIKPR
Target sequence (P03951 388-625 limits assumed): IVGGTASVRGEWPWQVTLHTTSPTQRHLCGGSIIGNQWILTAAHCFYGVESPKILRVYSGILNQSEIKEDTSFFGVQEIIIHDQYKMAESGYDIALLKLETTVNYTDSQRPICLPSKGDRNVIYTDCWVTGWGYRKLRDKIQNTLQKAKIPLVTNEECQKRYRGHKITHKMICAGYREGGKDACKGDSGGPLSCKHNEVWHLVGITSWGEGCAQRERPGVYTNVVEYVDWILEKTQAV
FXIIa mix inh = human factor XIIa inhibitors, primary screen, biochemical, pooled compound mixtures, fluorogenic substrate; Coagulation factor XII (Homo sapiens), P00748; purified FXIIa; inhibition, % at 5 µM; actives 0.2% (n = 62,000); AID 684, 2007;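 note: 0% = enzyme without compound and 100% = no enzyme blank; some results filed as inactive read as strong as hits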
CatB inh = human cathepsin B inhibitors, primary screen, biochemical, fluorogenic substrate; P07858; purified cathepsin B, fluorescence; inhibition, %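 (tested at 10 µM)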; actives 0.1% (n = 63,000); in the data active = inhibition above about 21%;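 note: 0% = enzyme with no compound and 100% = no enzyme blank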
Cathepsin G inh = human cathepsin G inhibitors, primary screen, biochemical, pooled compound mixtures, AMC fluorescence; P08311; purified enzyme, AMC-tetrapeptide fluorescence; inhibition, % at 5 µM (by protocol); actives 0.2% (n = 62,000); AID 581, 2007;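 active = inhibition above 20% in each of the two mixture wells holding the compound; inactive = inhibition of 20% or less in either well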;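 note: 0% = enzyme control without mixture and 100% = blank lacking enzyme; strong numbers were not always called active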
Abs 340nm = compound light absorbance at 340 nm, profiling panel, artefact control, biochemical, MLSMR library, data from PS, PMK, MK assays; compound absorbance at 340 nm, fold over control; fold change at 10 µM; 65,000 tested, under 10 active; AID 708, 2007;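 active = at 10 µM dose, initial 340 nm absorbance at least 2 fold that of control wells; inactive = change under 2 fold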;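 note: initial absorbance extrapolated from kinetic A340 decline of NADH oxidation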
CatS inh = inhibitors of human cathepsin S, biochemical, compound mixtures; actives 0.06% (n = 62,000); recombinant cathepsin S, AMC dipeptide fluorescence, pooled mixtures; inhibition, %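 (tested at 5 µM per compound within 10-compound mixtures)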; in the data active = inhibition above about 32%, passing the limit was not always enough; inconclusive = no clear call, values can overlap the other calls;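 note: 0% = enzyme without compound and 100% = blank without enzyme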
Target sequence (P25774 115-331 limits assumed): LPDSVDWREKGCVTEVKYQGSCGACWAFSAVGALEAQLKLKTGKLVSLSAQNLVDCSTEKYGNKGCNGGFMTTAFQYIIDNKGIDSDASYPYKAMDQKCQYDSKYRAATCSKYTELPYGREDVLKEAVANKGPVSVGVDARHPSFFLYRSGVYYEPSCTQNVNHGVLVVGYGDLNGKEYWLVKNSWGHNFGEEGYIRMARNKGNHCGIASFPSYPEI
Active calls of the source: *; u = inconclusive; x = not tested or not shown. Cut-off read from the data, not from the text of the source, unless noted: active = inhibition above about 20% (passing the limit was not always enough); inactive = the rest. A portion of the library; count on the stated rates, not on these rows.

CatL block | CatB mixtures | C1s block | FXIa mix inh | smiles | FXIIa mix inh | CatB inh | Cathepsin G inh | Abs 340nm | CatS inh
-11 | 4 | -13 | -6 | CC(=O)CCc1c(C)[nH]c2ccc(NC(C)=O)cc2c1=O | 2 | 6 | 6 | 1.1 | -4
-5 | 4 | 1 | 3 | O=C(CSc1ccccc1C(=O)NCCCN1CCCC1=O)NCc1ccco1 | 10 | -3 | 0 | 0.99 | 7
9 | 3 | -1 | -3 | Cc1nc2ccc(Br)cn2c1NC(C)(C)C | 1 | 2 | -9 | 1 | 10
6 | 2 | -30 | -2 | COc1ccccc1-c1ccc(C(=O)O)o1 | 5 | -7 | -2 | 1 | 6
-1 | 3 | 10 | 7 | CCOC(=O)c1[nH]c(C)c(CN(CCc2ccccc2)S(C)(=O)=O)c1C | 2 | 1 | 10 | 1 | -4
-78 | -2 | -60 | 0 | c1ccc2c(c1)ncc1cccn12 | 11 | -5 | -1 | 1.1 | -3
16 | 2 | -2 | 4 | CCOc1ccc(N2C(=O)CC(N3CCN(C(=O)c4ccco4)CC3)C2=O)cc1 (stereo not given) | 6 | -3 | 0 | 1 | -1
-3 | -2 | -39 | 8 | CSc1ccccc1NC(=O)c1c(Br)cnn1C | 5 | 3 | -6 | 1 | -22
-4 | 5 | 4 | 6 | COc1ccc(OC)c2sc(NC(=O)C3CC3)nc12 | -3 | 2 | 9 | 1.1 | -5
x | 7 | -13 | 4 | N#CCSc1nnc(Cc2cccs2)n1C1CCCCC1 | 27 | 1 | 0 | 1 | 0
3 | -6 | 1 | -3 | CCCc1nnc(NC(=O)CCCC(=O)O)s1 | -17 | -6 | 2 | 0.98 | 10
x | 1 | 17 | 0 | CN(CCNC(=O)c1cc2c(=O)n(C)c3ccccc3c2n1C)Cc1ccccc1 | 0 | 4 | 13 | 1.1 | 72*
-5 | 2 | 30 | 6 | Cc1ccc(CN2C3=NCCCN3c3ccccc32)cc1 | 12 | 0 | 9 | 1 | -8
15 | 0 | 14 | 4 | O=C(NCc1ccccc1)c1ccc(/C=N/O)nc1 | 9 | 4 | 12 | 1 | 6
2 | 5 | 2 | 3 | COc1cc(OC)nc(NC(=O)CN2CCN(c3ccc(F)cc3)CC2)n1 | 0 | 4 | 8 | 1 | 1
23 | -2 | -24 | 4 | COC(=O)c1ccc(CSc2ncnc3c2oc2ccccc23)o1 | 8 | 0 | -2 | 1.1 | u
17 | 3 | 15 | 7 | COc1ccc(OCC(=O)Nc2cccc3cccnc23)cc1 | 3 | 4 | 9 | 1 | 1
-1 | 4 | 14 | 6 | Cc1ccc(C)c2[nH]c(=O)c(CN(CCCN(C)C)C(=O)NCc3ccccc3)cc12 | -17 | 5 | 12 | 0.98 | 5
6 | -2 | 18 | 9 | Cc1ccc(C2N(c3nccs3)C(=O)C3CCCN32)cc1 (stereo not given) | -1 | 1 | 6 | 1 | 4
x | 3 | 7 | 10 | CCOc1ccc(OCC)c(NC(=O)CN2CCN(c3cccc(C)c3)C(C)C2)c1 (stereo not given) | -15 | 6 | 10 | 1 | 8
-2 | 6 | -7 | 6 | CCOC(=O)c1cnc(-n2cc(C)cn2)nc1Nc1ccccc1OCC | 4 | -3 | 0 | 1 | 1
2 | 4 | 9 | 0 | Cn1c(Cn2c(=O)sc3ccccc32)nnc1SCC(=O)Nc1cccc(Cl)c1 | 4 | 0 | 10 | 1.1 | -3
-18 | 3 | 4 | 14 | COC(=O)Cc1[nH]nc2c1C1(C(=O)N(Cc3ccc(Cl)cc3)c3ccccc31)C(C#N)=C(N)O2 (stereo not given) | -22 | -9 | 1 | 1 | -5
-1 | 5 | 8 | 0 | Cc1ccsc1C1CC(=O)NC2=C1C(=O)CC(C)(C)C2 (stereo not given) | -20 | -1 | 10 | 1 | 0
2 | 8 | 13 | 18 | Cc1ccc(NS(=O)(=O)c2cn(C)cn2)cc1 | -13 | -4 | 9 | 0.98 | 15
2 | 0 | 3 | 23 | N#Cc1cccc(NC(=O)CC2CCCCC2)c1 | 2 | 0 | 3 | 1 | 25
x | -1 | 3 | 8 | Cc1nc2ccccc2nc1OCC(=O)N1CCN(c2ccccc2)CC1 | 4 | -2 | -1 | 1.1 | 3
14 | -5 | -38 | -7 | Cn1nnc(NC(=O)COc2ccc(C3CCCCC3)cc2)n1 | 6 | 2 | -8 | 1 | -3
16 | 0 | -35 | 3 | O=C1CCC(C(=O)Nc2cccc3ccccc23)N1 (stereo not given) | 6 | 6 | -6 | 1 | 9
7 | 1 | 5 | 7 | COC(=O)CSc1nnc(-c2cnccn2)n1C | 15 | 1 | 4 | 1 | 15
11 | 3 | -14 | 5 | CCc1ccc(CC)c(S(=O)(=O)Nc2ccc(C(=O)O)c(O)c2)c1 | 4 | 0 | -15 | 1.1 | 3
13 | 4 | 9 | 5 | O=C(COc1ccccc1)NCCc1cn2ccsc2n1 | 9 | 3 | 9 | 1 | -3
x | 4 | 11 | 3 | CCCc1nnc(SCC(=O)N2CCOCC2)n1CCCOC | 7 | 3 | 9 | 0.99 | -1
2 | 3 | 11 | 9 | COC(=O)c1sccc1NC(=O)c1ccncc1 | 5 | -3 | 4 | 1 | -4
6 | -8 | -157 | -27 | COCc1nnc(NC(=O)CCC2CCCCC2)s1 | 10 | 4 | -20 | 1 | -25
4 | 1 | 15 | 5 | O=C(O)CCn1c(=O)sc2ccccc21 | 8 | 8 | 39 | 0.97 | -4
10 | 4 | 9 | 7 | CCc1ccc2[nH]c(=O)c(CN(Cc3nnnn3C3CCCC3)C3CCCCC3)cc2c1 | 5 | 8 | 9 | 1 | 7
-11 | 3 | -11 | 5 | COC(=O)CCn1nnc(-c2ccc(C(C)C)cc2)n1 | 0 | 5 | 0 | 1 | -1
17 | -4 | -2 | -3 | CCC(c1nnnn1Cc1ccccc1)N1CCN(C(=O)c2ccco2)CC1 (stereo not given) | 0 | -3 | 10 | 0.98 | 2
-3 | 4 | 6 | 3 | CCOC(=O)c1oc2ccccc2c1NC(=O)COC | 8 | 2 | 11 | 0.99 | -4
x | 2 | -3 | -2 | COc1ccc2cc(S(=O)(=O)N3CCOCC3)ccc2c1 | 7 | 2 | 9 | 1 | -5
0 | -1 | 1 | 12 | Cc1ccc(-c2noc(CN3CCC(C(N)=O)CC3)n2)cc1 | -15 | 3 | 1 | 0.96 | -4
13 | 5 | 14 | 2 | Cc1ccc(NC(=O)C2CCN(S(=O)(=O)c3cnc[nH]3)CC2)nc1 | -19 | 5 | 7 | 0.97 | -15
-4 | 5 | 15 | 6 | COC(=O)c1ccc2c(c1)SC1=C(CCCC1=O)N2 | 4 | 4 | 13 | 1.1 | 17
-62 | -1 | 0 | 2 | CCOc1ccc2nc(-c3ccccc3)[nH]c2c1 | -2 | -5 | -1 | 0.99 | 3
x | 2 | -1 | 5 | CC(=O)Nc1ccc(S(=O)(=O)Nc2nc3ccccc3nc2Sc2nncn2C)cc1 | 10 | -2 | 0 | 1.1 | -3
14 | 5 | -2 | 4 | C=C(C)CSc1nc2nc(C)cc(C)n2n1 | 5 | 2 | 8 | 1.1 | -3
2 | -10 | -213 | -30 | Cc1csc(/C(=N\O)c2csc(C)n2)n1 | 5 | 3 | -19 | 1 | -27
1 | 1 | -12 | 7 | N#C/C(=C(/O)COC(=O)Cc1c[nH]c2ccccc12)c1nc2ccccc2[nH]1 | 3 | 3 | 9 | 1.1 | 0
17 | 0 | -8 | -2 | CC1CCCN(S(=O)(=O)c2ccc(NC(=O)Cn3nnc(-c4ccccc4F)n3)cc2)C1 (stereo not given) | 4 | 1 | -8 | 0.97 | -2

Part of the list above, with two lines to a compound.
Sequence of screens: CatL block	CatB mixtures	C1s block	FXIa mix inh	FXIIa mix inh	CatB inh	Cathepsin G inh	Abs 340nm	CatS inh
- CCC(c1nnnn1Cc1ccccc1)N1CCN(C(=O)c2ccco2)CC1 (stereo not given)
    17	-4	-2	-3	0	-3	10	0.98	2
- CCOC(=O)c1oc2ccccc2c1NC(=O)COC
    -3	4	6	3	8	2	11	0.99	-4

Continued.
CatL block | CatB mixtures | C1s block | FXIa mix inh | smiles | FXIIa mix inh | CatB inh | Cathepsin G inh | Abs 340nm | CatS inh
x | 0 | -2 | 13 | CC(C)(C)n1nc2c(c1NC(=O)c1ccc(S(=O)(=O)N3CCCCC3)cc1)CS(=O)C2 (stereo not given) | 3 | 0 | 3 | 1 | -5
-6 | 9 | 1 | 3 | O=C1NC(=O)C2(CCC(C(=O)O)C2)N1 (stereo not given) | 4 | 0 | 4 | 0.99 | -11
0 | 5 | 5 | 8 | CCCOc1cccc(C(=O)N(Cc2ccco2)C2CCS(=O)(=O)C2)c1 (stereo not given) | -1 | 7 | 8 | 0.99 | 19
1 | 3 | 0 | 3 | O=C(O)C1CC(=O)N(c2ccc(OCc3c(F)cccc3Cl)cc2)C1 (stereo not given) | -2 | 5 | 2 | 0.99 | -4
-4 | -1 | 2 | 10 | CC(C)Cn1nc(NC(=O)C2CCCO2)c2cc3ccccc3nc21 (stereo not given) | 10 | 1 | 1 | 1.1 | -5
2 | 0 | 2 | 11 | Cc1cc(NC(=O)c2ccccc2)ncc1NC(=O)c1ccco1 | 3 | -1 | 3 | 1 | 6
x | 6 | -29 | 8 | CCN1CCN(C(=O)c2cnn3c(C(F)F)cc(-c4ccc(C)cc4)nc23)CC1 | 3 | -3 | 15 | 1.1 | 6
-1 | 4 | -10 | 7 | Clc1nc2sccn2c1/C=N/n1cnc2ccccc21 | 6 | -3 | -2 | 1.2 | -1
33 | -1 | -1 | -1 | Cc1ccccc1OCC(=O)NCCN1CCCC1 | 8 | 3 | 1 | 0.98 | 7
12 | 2 | -12 | -8 | Cn1c(C(=O)NCc2cccs2)cc2oc3ccccc3c21 | 4 | 4 | 4 | 1 | -1
10 | 4 | 8 | 10 | COc1cc(C(=O)NCc2nnc(SCC(=O)Nc3cc(C)cc(C)c3)o2)cc(OC)c1OC | -3 | 6 | 8 | 0.99 | -5
x | 1 | -10 | 10 | COc1ccc2oc(-c3ccccc3)c(C(N)=O)c2c1 | 2 | 1 | -3 | 1.1 | -7
6 | -3 | 1 | -1 | COc1ccccc1OCC(=O)Nc1ccc(S(=O)(=O)NC(C)=O)cc1 | 9 | 2 | 3 | 1 | 2
2 | -3 | 6 | 23 | COc1ccc(CN2CCN(c3ccccn3)CC2)cc1OCc1ccccc1 | 4 | -3 | 43 | 1.1 | 4
10 | 4 | 41 | 43 | Cn1ncc(C#N)c1NC(=O)c1nn2cccnc2c1Cl | 11 | 7 | 51 | 1.1 | 9
5 | 2 | -42 | -6 | O=C(C1=C(O)C(=O)N(Cc2ccccc2)C1c1ccncc1)c1ccco1 (stereo not given) | 5 | 4 | -23 | 1.1 | -2
1 | 0 | -12 | 5 | CCC(=O)OC1(C#CCOc2ccc(OC)cc2)CCN(C)CC1 | 0 | -2 | 2 | 1 | -9
-6 | 0 | 4 | -3 | c1coc(CSCc2cn3cccnc3n2)c1 | 0 | -2 | -1 | 1 | -3
-9 | 5 | -4 | 4 | CCSc1nc(O)c(C2OC(=O)c3c2ccc(OC)c3OC)c(=O)n1CC (stereo not given) | 1 | -1 | 1 | 1 | 16
x | 2 | -48 | 4 | CCN(c1cccc(C)c1)c1ncnc2nc[nH]c12 | 0 | -2 | -4 | 1 | 6
-2 | 2 | -4 | -9 | CCS(=O)(=O)N1CCCC(C(=O)NC2CCCCC2C)C1 (stereo not given) | 2 | 0 | 6 | 1 | -3
3 | 4 | -3 | 6 | O=C(CSc1nn(-c2ccc(F)cc2)c(=S)s1)NC(=O)NCc1ccco1 | 2 | 0 | -7 | 1 | -3
